TCR-CD3 inh – human TCR-CD3 binding inhibition; TAMRA-labeled TCR probe fluorescence, biochemical; inhibition, % at 9.4 µM; 360,000 tested, 0.37% active; in the data active = inhibition above about 19%;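 also: recombinant mutant TCR 2C K166C tagged with TAMRA read by polarization; 0% = receptor in buffer alone and 100% = receptor with positive control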
LEDGF integ inh – blocks HIV-1 LEDGF/p75-dependent DNA integration | inhibition, % at 3.7 µM | TR-FRET IN-LEDGF/p75 DNA integration, Eu/Cy5 | 370,000 tested, 0.64% active | AID 743269;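 active = inhibition above the screen-wide mean plus 3 SD, cut at about 13% in these data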;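 also: signal is the Cy5 over europium emission ratio at 671 and 618 nm; 0% = plate median of compound wells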
DDE Tn6 FP inh – disrupts Tn6 cyclic peptide binding to fibrin D-Dimer-E complex. AID 720509. Fibrin DD(E) TRITC-Tn6 fluorescence polarization displacement. inhibition, % at 8.3 µM. 370,000 tested, 0.21% active. P02675;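 active = inhibition above a per-campaign cutoff: mean of compounds within control limits plus 3 SD, cut at about 15% in these data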;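 also: 0% = median of all compound wells on the plate and 100% = blocking peptide control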
Target sequence (P02675 whole entry, looked up): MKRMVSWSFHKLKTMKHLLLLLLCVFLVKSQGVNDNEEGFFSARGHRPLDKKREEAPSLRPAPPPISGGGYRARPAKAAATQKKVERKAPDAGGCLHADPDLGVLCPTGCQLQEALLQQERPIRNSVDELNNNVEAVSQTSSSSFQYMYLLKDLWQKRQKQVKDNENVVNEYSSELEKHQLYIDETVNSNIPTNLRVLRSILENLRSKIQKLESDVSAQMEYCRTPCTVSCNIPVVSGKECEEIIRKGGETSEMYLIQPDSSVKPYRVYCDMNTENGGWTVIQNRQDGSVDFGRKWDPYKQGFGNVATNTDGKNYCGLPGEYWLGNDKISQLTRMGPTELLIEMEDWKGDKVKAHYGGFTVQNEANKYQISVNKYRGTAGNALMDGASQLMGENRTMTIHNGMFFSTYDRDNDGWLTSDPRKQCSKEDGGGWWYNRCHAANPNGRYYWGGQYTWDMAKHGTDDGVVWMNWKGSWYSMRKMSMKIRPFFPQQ
DDE Tn7 FP inh – DD(E)-Tn7 binding inhibition, primary FP screen. FP displacement of FITC-Tn7 peptide from fibrin DD(E); 0% = median of compound wells per plate. inhibition, % at 8.3 µM. 370,000 tested, 0.13% active;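 active = inhibition above the mean of compounds falling within the control limits plus 3 SD of them, cut at about 14% in these data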;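 also: 0% = plate median of compound wells and 100% = 10 µM Aha-Tn7 peptide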
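Test system – human fibrin DD(E) · Times – 10 min preincubation, 3 h with tracer, room temperature · Detection – fluorescence polarization of the labelled Tn7 tracer · Measure – percent inhibition normalized to high-control wells · Benchmarks – high control wells with 10 µM unlabelled Aha-Tn7 peptide (full inhibition) · Repeats – singlicate testing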
PRMT1 FP inh – PRMT1 (human) inhibition, primary screen; inhibition, % at 2.79 µM; Q99873; recombinant PRMT1, activity-based probe fluorescence polarization; 370,000 tested, 1.3% active;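 active = inhibition above about 21% made by adding two undisclosed values, limit read from the data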
UHRF1 binding – human UHRF1 methylated DNA binding inhibitors; 370,000 tested, 0.75% active; Q96T88; UHRF1 binding to methylated oligo, TR-FRET; AID 687016; inhibition, % at 4.4 µM; in the data active = inhibition above about 21%;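 also: UHRF1 SRA domain binding a hemimethylated CpG hairpin DNA probe; 0% = median of test compound wells and 100% = reference inhibitor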
TDP2 absorb – blocks human TDP2 phosphodiesterase activity; inhibition, % at 12.8 µM; 370,000 tested, 0.34% active; AID 720702; O95551; recombinant TDP2, T5PNP hydrolysis, p-nitrophenol absorbance 415 nm;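 active = inhibition above the mean of all tested compounds plus 3 SD, set per campaign, cut at about 25% in these data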;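 also: 0% = DMSO with enzyme and 100% = buffer with substrate but no TDP2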
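test system = human TDP2 enzyme | input = TDP2 enzyme at 120 nM final | medium = 50 mM Tris-HCl pH 7.5 with Mg2+, KCl, DTT, BSA | also added = T5PNP substrate, 5 mM | times = 2 h at 37 °C | technique = epi absorbance | benchmarks = high control without enzyme, low control DMSO plus TDP2 | replication = each compound tested once, singlicate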
MBD2 inh – MBD2-methylated oligo binding inhibition | TR-FRET, MBD2 binding to methylated oligonucleotide | AID 686964 | inhibition, % at 4.4 µM | 370,000 tested, 0.31% active; in the data active = inhibition above about 13%
SIAE inh – blocks human sialic acid acetylesterase; 370,000 tested, 0.69% active; SIAE FP-Rh probe binding, fluorescence polarization; inhibition, % at 9.66 µM; Q9HAT2;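 active = inhibition above a cutoff: mean of compounds within the control limits plus 3 SD of those, cut at about 17% in these data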;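 also: 0% = plate median of compound wells and 100% = probe without SIAE protein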
Target sequence (Q9HAT2 whole entry, looked up): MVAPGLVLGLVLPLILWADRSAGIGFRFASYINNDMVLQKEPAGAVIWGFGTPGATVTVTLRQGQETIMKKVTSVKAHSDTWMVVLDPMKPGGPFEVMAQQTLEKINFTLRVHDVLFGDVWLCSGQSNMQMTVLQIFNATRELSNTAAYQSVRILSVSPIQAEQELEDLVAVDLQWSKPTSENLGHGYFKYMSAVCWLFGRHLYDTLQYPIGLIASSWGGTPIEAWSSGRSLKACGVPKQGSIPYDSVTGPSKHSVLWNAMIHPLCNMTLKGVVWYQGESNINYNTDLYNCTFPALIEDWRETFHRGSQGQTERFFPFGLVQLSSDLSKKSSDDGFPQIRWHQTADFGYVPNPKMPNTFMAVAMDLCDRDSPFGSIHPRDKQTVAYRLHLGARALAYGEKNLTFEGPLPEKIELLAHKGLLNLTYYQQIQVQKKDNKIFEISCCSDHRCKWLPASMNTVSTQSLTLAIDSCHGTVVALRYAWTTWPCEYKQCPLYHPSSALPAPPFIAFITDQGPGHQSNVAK
proKLK7 act – activates the human kallikrein-7 zymogen; P49862; purified proKLK7, EDANS-DABCYL substrate fluorescence; 100% is mature enzyme control, 0% vehicle; activation, % at 7 µM; 370,000 tested, 0.9% active;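 active = activation above the mean of all tested compounds plus 3 SD, computed per campaign excluding outliers beyond control limits, cut at about 13% in these data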
* hit, by the source's call; nt = not tested or not shown.

SMILES	TCR-CD3 inh	LEDGF integ inh	DDE Tn6 FP inh	DDE Tn7 FP inh	PRMT1 FP inh	UHRF1 binding	TDP2 absorb	MBD2 inh	SIAE inh	proKLK7 act
Cc1ccc(S(=O)(=O)N2CCC(=O)CC2c2ccccc2)cc1 (centres undefined)	-9	-3	9	1	1	0	8	0	4	0.0
COc1ccc(/C(O)=C2/C(=O)C(=O)N(c3ncccn3)C2c2ccc(F)cc2)cc1 (centres undefined)	-4	2	-4	-3	3	0	4	1	-2	-0.1
O=C(Nc1ccc(-c2csc(Nc3ccccc3)n2)cc1)c1ccccc1	5	0	0	6	1	-1	4	0	3	2.8
O=C(Cc1cccc2ccccc12)N1CCCc2ccccc21	5	-1	1	1	-3	-1	-1	-5	-2	1.3
COc1ccc(NC(=O)c2ccc3ncsc3c2)cc1	3	1	-2	5	15	5	5	4	-2	0.2
CCc1nnc(NS(=O)(=O)c2ccc(N/C=C/C(=O)c3ccc(OC)cc3)cc2)s1	5	-1	-13	-4	16	4	-15	6	-11	-2.9
NCC(=O)NCC(=O)NC[C@H]1O[C@@H](n2cnc3c(N)ncnc32)[C@H](O)[C@@H]1O	5	-2	3	6	3	0	3	3	-3	-0.2
O=C(CSC1c2ccccc2C(=O)N1c1ccccc1)N1CCOCC1 (centres undefined)	-3	1	-4	-3	-4	-4	6	-3	-1	-0.3
CC(CC(=O)NCc1ccc(Cl)cc1)S(=O)(=O)c1ccc2c(c1)NC(=O)CO2 (centres undefined)	1	-2	-5	1	0	-3	5	2	7	0.8
Cc1[nH]n(-c2ccccc2)c(=O)c1N=Nc1ccccc1C(=O)O	4	6	-4	-5	0	-2	1	-9	3	-0.5
CC(=O)N1CCN(C(=O)c2ccc(OC3CCN(CCc4ccccc4)CC3)cc2)CC1	-3	2	5	-1	3	3	-17	1	-1	-0.4
O=C(CN1CCN(c2ccc(Cl)cc2)CC1)N1CCCC1	8	-1	-8	-6	-1	1	9	0	10	-0.6
Cc1ccccc1Cn1c(=O)n(-c2ccccc2)c(=O)c2ccc(C(=O)NCc3ccco3)cc21	2	-2	2	-1	0	-1	1	1	3	-0.2
Cc1sc2nc(C3CC3)nc(SCC(=O)N3CCCc4ccccc43)c2c1C	-4	0	0	6	3	8	-5	4	-14	0.2
COc1ccc(-n2c(=S)[nH]c3cc(C(=O)NCCCN4CCOCC4)ccc3c2=O)cc1	-9	2	6	-4	-3	3	2	1	-1	-0.7
COc1ccccc1/C=C1\SC(=S)N(CCC(=O)Nc2nnc(C)s2)C1=O	-8	-5	2	10	6	-1	-2	-4	5	0.0
CCOC(=O)c1c(N)sc2c1C1CCN2CC1	-8	-3	1	9	2	0	-1	3	2	-1.1
CCOc1ccc2nc(NC(=O)CSc3nc4c(c(=O)n(C)c(=O)n4C)n3CC)sc2c1	4	0	1	3	-4	-1	2	5	-3	0.6
Cc1cc(C(=O)CSc2nnc(-c3cccc(F)c3)n2N)c(C)n1Cc1ccc2c(c1)OCO2	-2	0	-3	6	2	6	-4	2	-6	0.0
CC(C(=O)NCc1ccco1)c1ccc([N+](=O)[O-])cc1 (centres undefined)	2	1	5	-3	-2	-1	8	-4	3	0.4
CCOc1ccc(C(CC(=O)O)n2cnnn2)cc1 (centres undefined)	10	3	-7	-3	-1	0	12	-6	3	0.7
Cc1ccc(C)c(NC(=O)CCC(=O)N/N=C/c2cc([N+](=O)[O-])ccc2O)c1	15	0	-4	6	-2	0	-11	-5	14	0.2
CC(=O)N=c1c(C#N)cc2c(=O)n3ccccc3nc2n1Cc1ccccc1	9	-1	2	-6	1	1	-10	-3	-4	-0.7
CCc1ccccc1NC(=O)CC1SCCNC1=O (centres undefined)	-1	5	-2	-6	-2	4	-3	-1	3	0.6
COc1ccc(NC(=O)c2ccc(NS(=O)(=O)c3cccc4cccnc34)cc2)cc1	10	1	-1	-9	-3	-2	3	-4	-7	-0.1

Some of the entries so far, with values under each structure:
Every second line gives: TCR-CD3 inh	LEDGF integ inh	DDE Tn6 FP inh	DDE Tn7 FP inh	PRMT1 FP inh	UHRF1 binding	TDP2 absorb	MBD2 inh	SIAE inh	proKLK7 act
COc1ccc(/C(O)=C2/C(=O)C(=O)N(c3ncccn3)C2c2ccc(F)cc2)cc1 (centres undefined)
  -4	2	-4	-3	3	0	4	1	-2	-0.1
CCc1nnc(NS(=O)(=O)c2ccc(N/C=C/C(=O)c3ccc(OC)cc3)cc2)s1
  5	-1	-13	-4	16	4	-15	6	-11	-2.9

Of the compounds above, 2 have a COOH group:
SMILES	TCR-CD3 inh	LEDGF integ inh	DDE Tn6 FP inh	DDE Tn7 FP inh	PRMT1 FP inh	UHRF1 binding	TDP2 absorb	MBD2 inh	SIAE inh	proKLK7 act
Cc1[nH]n(-c2ccccc2)c(=O)c1N=Nc1ccccc1C(=O)O	4	6	-4	-5	0	-2	1	-9	3	-0.5
CCOc1ccc(C(CC(=O)O)n2cnnn2)cc1 (centres undefined)	10	3	-7	-3	-1	0	12	-6	3	0.7

Other compounds:
SMILES	TCR-CD3 inh	LEDGF integ inh	DDE Tn6 FP inh	DDE Tn7 FP inh	PRMT1 FP inh	UHRF1 binding	TDP2 absorb	MBD2 inh	SIAE inh	proKLK7 act
CCc1ccc(CCC(=O)Nc2ncc(Cc3ccccc3Cl)s2)o1	-5	-1	-4	2	4	-2	0	-3	2	-0.6
Cc1ccc(C2C3=C(CC(C)(C)CC3=O)N(CCN3CCOCC3)C3=C2C(=O)CC(C)(C)C3)cc1	-6	-2	1	1	3	3	-2	2	0	17*
COC(=O)CC1(CC(N)=O)SCCS1	5	2	-3	3	5	-4	1	1	-8	2.9
CC12CCC(C(=O)N(CCC#N)CCC#N)(CC1=O)C2(C)C (centres undefined)	-3	0	-9	2	-1	0	9	-1	4	0.1
CCC(O)C1CCN(Cc2cn(Cc3ccccc3)nc2-c2cc3ccccc3o2)CC1 (centres undefined)	-7	4	1	-2	-1	-4	-7	4	4	0.6
COC(=O)CSc1nnc(-c2ccco2)o1	-6	-3	4	5	-3	0	4	4	0	-0.2
O=C(CCCSc1nc2ccccc2s1)NC1=NCCS1	9	1	-6	5	1	-1	7	-4	1	0.0
O=C(NCc1nc2ccccc2[nH]1)c1cccc(S(=O)(=O)N2CCCC2)c1	4	0	-14	-7	-2	0	7	3	-4	-0.1
COc1cc(C(=S)NC2CCCCC2)ccc1O	0	-2	0	3	29*	4	1	5	3	-0.1
COc1cc([C@H]2[C@@H]3CCCC[C@]3(O)CCN2CC(=O)Nc2ccc(C)cc2)ccc1O	4	-1	11	-2	-1	-3	1	-1	1	-0.1
COc1ccc(C(C(=O)NC(C)(C)C)n2c(=O)c(-c3ccccc3)nc3ccccc32)cc1 (centres undefined)	-3	-4	-2	-2	0	1	8	-2	-9	-4.4
O=C(NNC(=O)c1cc2cc3ccccc3nc2s1)c1ccc(F)cc1	2	-2	-2	-3	0	9	7	3	-22	4.5
O=C(c1ccccc1)c1ccc(OC(=O)N2CCOCC2)cc1	9	-2	-9	3	-2	2	9	2	0	-0.1
Cc1ccc(C(=O)N2CCC(C(=O)NC3CCCC3)CC2)cc1	8	-1	0	4	2	20	8	7	-1	0.5
COc1ccc(NC(=O)CSc2nc3c(cc2C#N)CN(C)CC3)cc1	2	-1	-7	-10	9	-1	-2	-8	2	-0.1
CCOC(=O)c1[nH]c(C)c(CCC(=O)OC)c1C	-1	3	-2	2	-3	-1	-1	-1	8	0.9
Cc1nc(Nc2cc(F)ccc2C)c2nnn(Cc3ccccc3)c2n1	3	-3	-1	5	-3	-1	2	-3	-10	-41
Nc1sc(-c2ccccc2)cc1-c1n[nH]c(=S)n1C1CCCCC1	-4	2	3	-1	10	-4	8	2	13	-0.6
Cc1ccc(S(=O)(=O)N2CCN(C(=O)CN3C(=O)c4ccc([N+](=O)[O-])cc4C3=O)CC2)c(C)c1	-8	-1	-1	3	2	5	1	3	-5	0.3
O=C(Nc1ncc2c(n1)-c1ccccc1CC2)C1CC1	4	1	0	-5	-2	-2	1	3	-8	0.2
CC1CCCCC1NC(=O)NC(=O)COC(=O)C1=NN(c2ccccc2)C(=O)CC1 (centres undefined)	0	-1	-7	1	0	-2	8	3	4	-0.9
Cc1ccc(C2=NN(S(C)(=O)=O)C(c3cccs3)C2)cc1 (centres undefined)	-6	1	0	-3	1	1	-3	5	-2	-0.2
CCCCc1ccc(NC(=O)N[C@@H](CC(C)C)C(=O)O)cc1	-6	-2	-2	6	3	2	-4	4	-2	-0.4
Cc1cccnc1C1=NOC(Cc2ccccc2)C(=O)N1C (centres undefined)	4	2	3	-9	-9	1	-3	1	-1	-0.2
Cc1ccc(-n2c(SCC(N)=O)nc3c(oc4ccccc43)c2=O)cc1	-5	3	-1	-1	11	1	-20	3	-5	0.0
Further entries follow:
SMILES	TCR-CD3 inh	LEDGF integ inh	DDE Tn6 FP inh	DDE Tn7 FP inh	PRMT1 FP inh	UHRF1 binding	TDP2 absorb	MBD2 inh	SIAE inh	proKLK7 act
CCN(C(=O)[C@@H](C)[C@@H](O)c1ccc2ccccc2c1)c1ccccc1	nt	2	2	-9	2	0	2	5	-1	-0.3
CCOc1ccc(C(=O)Nc2ccc3nc(N4CCN(CC)CC4)cc(C)c3c2)cc1	-12	3	-2	6	-2	5	-5	-1	7	38*
COc1ccc(CCn2c(N)c(C#N)c3nc4ccccc4nc32)cc1OC	1	-1	0	-6	-2	-8	-2	-6	8	-0.3
CCOC(=O)c1nnn(-c2nonc2N)c1COc1ccc(F)cc1	-2	-1	2	0	0	1	3	4	-5	0.2
Cc1ccc(Oc2nnc(-c3ccccc3)c3ccccc23)cc1	5	0	6	3	-3	0	-5	0	0	0.7
CCN1CC=C2C(C#N)=C(N)C(C#N)(C#N)[C@H](c3cccc(OC)c3OC)[C@H]2C1	2	-5	2	4	37*	-1	-11	-5	1	1.4
O=C(NCC(=O)N1CCC2(CC1)NCCc1[nH]cnc12)c1ccc(F)cc1	6	-1	3	6	1	0	-4	-2	-4	-0.1
COc1cccc(C(=O)Nc2ccc(NC(=O)C3CC3)nc2)c1	3	-2	6	-5	0	0	10	-3	-4	-0.1
O=C1CC(C(=O)O)C(c2ccccc2)c2ccccc21 (centres undefined)	6	0	0	-2	3	1	3	-1	4	0.4
O=C(O)C1=C[C@H](c2ccc(F)cc2)C[C@H](OCCCCO)O1	-5	2	-6	4	2	2	-3	6	2	-0.6
COc1ccccc1OCCNC(=O)CCNS(=O)(=O)c1ccc(C)cc1	-1	-1	-7	2	0	-2	0	0	-4	0.3
COc1ccc(CN2CCNC(=O)C2CC(=O)NC2CCCCCCC2)cc1C (centres undefined)	4	4	2	0	1	-1	11	-2	0	0.4
Nc1c(C(=O)NCc2ccccc2)nnn1Cc1ccc(F)cc1	2	10	2	7	-3	-1	-6	2	4	0.3
Cc1nc(NC(=O)C2CC2)sc1C(=O)Nc1ccccc1Cl	1	1	14	4	0	-1	4	0	-12	-0.5
Cc1cccc(-c2nnc(SCC(=O)Nc3ccc(OCc4ccccc4)cc3)n2Cc2ccco2)c1	nt	5	-4	-2	13	-1	-20	-4	-8	1.0
CCC(C(=O)NCc1ccco1)n1nc(C)c2c(C)n(-c3ccccc3)nc2c1=O (centres undefined)	-10	0	6	4	4	4	-26	0	-3	-0.1
